# CCR6 antagonist – antagonists of human CCR6 receptor; 340,000 compounds, 0.49% hits; CHO-K1 CCR6 PathHunter beta-arrestin, luminescence, CCL20-stimulated; P51684; inhibition, % at 20 µM;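 active = compounds whose inhibition of the agonist-driven luminescence signal at 20 µM reaches about 50%, limit read from the data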;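 note: cells stimulated with CCL20 at 14 nM final; plate controls were DMSO with CCL20 for no effect and DMSO without agonist for full effect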
# Target sequence (P51684 whole entry, looked up): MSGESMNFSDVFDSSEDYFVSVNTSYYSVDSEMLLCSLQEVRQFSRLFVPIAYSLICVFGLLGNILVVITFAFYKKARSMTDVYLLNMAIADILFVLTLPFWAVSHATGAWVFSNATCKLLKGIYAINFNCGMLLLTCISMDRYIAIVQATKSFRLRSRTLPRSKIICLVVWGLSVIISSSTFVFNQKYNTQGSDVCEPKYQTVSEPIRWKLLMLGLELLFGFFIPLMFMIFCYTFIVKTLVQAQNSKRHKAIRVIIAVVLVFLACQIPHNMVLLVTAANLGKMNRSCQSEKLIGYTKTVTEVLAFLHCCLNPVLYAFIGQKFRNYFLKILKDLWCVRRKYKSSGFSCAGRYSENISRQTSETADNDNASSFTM
# GRIN3A LBD mod – modulators (binders) of human NR3A ligand-binding domain; Tm shift relative to glycine control, % at 25 µM; AID 1259313; NR3A LBD differential scanning fluorimetry, Tm shift; 0% = protein alone, 100% = glycine-bound protein; 340,000 compounds, 2.5% hits;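 active = melting temperature shift of at least 10% of the positive control shift, at one fixed dose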
# Gli-Sufu block – antagonists of Gli-Sufu signaling; Sufu-KO-LIGHT fibroblasts, Gli luciferase reporter luminescence; inhibition, % at 5 µM; 340,000 compounds, 0.74% hits;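 active = inhibition above about 55%, limit read from the data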;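 note: 0% = DMSO-treated cells and 100% = wells with medium but no cells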
# EBI2 block – antagonists of human EBI2 receptor; P32249; EBI2 beta-arrestin recruitment, luminescence, 7a,25-OHC stimulated; inhibition, % at 5 µM; 360,000 compounds, 0.81% hits; AID 651636; in the data active = inhibition above about 38%;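 note: enzyme fragment complementation signal reports receptor beta-arrestin coupling in cells; 0% = agonist plus DMSO wells and 100% = wells without agonist; some results beyond the cut were filed as inactive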
# APOBEC3A inh – blocks human APOBEC3A ssDNA deamination; 330,000 compounds, 0.41% hits; recombinant A3A, FAM/TAMRA ssDNA deamination fluorescence; P31941; AID 493011; inhibition, % at 20 µM;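 active = at least 40% inhibition at 20 µM here, with at most 30% in a related deaminase screen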;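 note: plate controls were A3A with DMSO for no effect and wells lacking A3A enzyme for full effect; some results filed as inactive read as strong as hits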
# Target sequence (P31941 whole entry, looked up): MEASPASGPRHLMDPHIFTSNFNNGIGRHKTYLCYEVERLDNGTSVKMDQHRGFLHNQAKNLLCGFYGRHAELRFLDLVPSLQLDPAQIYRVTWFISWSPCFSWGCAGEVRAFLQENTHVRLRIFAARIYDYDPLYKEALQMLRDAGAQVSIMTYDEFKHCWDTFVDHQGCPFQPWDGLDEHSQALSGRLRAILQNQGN
# CXCR6 inh – inhibitors of human CXCR6 receptor | inhibition, % at 20 µM | 360,000 compounds, 0.36% hits | O00574 | CHO-K1 PathHunter CXCR6 beta-arrestin, luminescence; in the data active = inhibition above about 34%, passing the limit was not always enough;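 note: antagonist mode with CXCL16 agonist at 10 nM final; 0% = 10 nM CXCL16 with DMSO and 100% = unstimulated wells without agonist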
# Target sequence (O00574 whole entry, looked up): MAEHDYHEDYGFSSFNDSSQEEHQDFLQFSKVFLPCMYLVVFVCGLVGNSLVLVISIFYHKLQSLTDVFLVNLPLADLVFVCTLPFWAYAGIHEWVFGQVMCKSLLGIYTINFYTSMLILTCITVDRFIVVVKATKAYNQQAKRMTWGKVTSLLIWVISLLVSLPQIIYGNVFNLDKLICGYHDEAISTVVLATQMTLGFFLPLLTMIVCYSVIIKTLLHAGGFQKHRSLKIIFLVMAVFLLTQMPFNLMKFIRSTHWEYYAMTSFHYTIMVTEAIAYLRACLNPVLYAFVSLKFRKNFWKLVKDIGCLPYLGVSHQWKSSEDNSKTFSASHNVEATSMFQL
# MPTP inh – inhibitors of mitochondrial permeability transition pore | 360,000 compounds, 1.4% hits | inhibition, % at 10 µM | isolated mouse mitochondria, Ca2+ swelling absorbance, 30 min | AID 602449;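 active = inhibition of 50% or more, scaled per plate between neutral and stimulator controls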;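 note: 0% = DMSO wells given calcium and 100% = 1 mM EGTA wells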
# A3G deaminase – inhibitors of human APOBEC3G DNA deaminase; recombinant A3G, ssDNA deamination FAM/TAMRA fluorescence; inhibition, % at 20 µM; 330,000 compounds, 0.28% hits; AID 493012;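 active = inhibition of at least 40% at 20 µM, with no more than 30% in the related APOBEC3A deaminase screen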;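 note: plate controls were DMSO wells with A3G for no effect and wells lacking A3G enzyme for full effect; some compounds called inactive have numbers as strong as hits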
# * marks the source's active call; other numbers are inactive results; · = not tested or not shown. An unsorted share of the library (roughly 5.8% active in at least one column).
SMILES,CCR6 antagonist,GRIN3A LBD mod,Gli-Sufu block,EBI2 block,APOBEC3A inh,CXCR6 inh,MPTP inh,A3G deaminase
CCCCNC1C(CC)C(CCC)C(C#N)(C#N)C1(C#N)C#N (stereo not given),-1,-1,-17,5,-1,9,-17,-6
CCN(CC)C(=O)C(=O)c1cn(CCOc2ccccc2)c2ccccc12,-1,0,16,6,1,2,0.3,-11
COc1ccc(-n2c(SCC(=O)Nc3nccs3)nnc2-c2ccccc2)cc1,-3,-2,11,-8,3,6,0.2,-1
COc1ccccc1N1C(=O)CC(Sc2ncccc2C(=O)O)C1=O (stereo not given),0,-3,-1,-2,2,4,-3.5,-4
CCOC(=O)c1cc(CC)sc1NC(=O)C(c1ccccc1)c1ccccc1,18,-1,4,25,1,0,1.9,2
Cc1ccc(SCC(=O)OCC(=O)NC2CCCCCCC2)cc1,9,-1,0,-7,-2,5,-2.7,-8
COCCOC(=O)c1[nH]c2c(c1C)C(=O)CC(c1ccc(F)cc1)C2 (stereo not given),6,1,-8,-1,0,-10,0.0,-6
CCOc1ccccc1NC(=S)C(=C([O-])c1ccc2c(c1)OCCO2)[n+]1ccc(CC)cc1,46,-1,-44,0,·,4,0.3,·
CCOc1ccc(CNC(=O)C(CC)n2nc(C)n3c(cc4occc43)c2=O)cc1OC (stereo not given),-7,1,1,4,5,3,0.1,0
COC(=O)c1ccc(CSC2=NC[C@@H]3[C@@H]4C(=O)N(Cc5ccccc5)C(=O)[C@@H]4[C@](C)(C(=O)OC)N23)cc1,21,0,0,-6,0,2,2.1,0
Cc1ccc(S(=O)(=O)NCCC(=O)NCC(c2ccco2)N2CCCCC2)cc1C (stereo not given),-14,·,5,-3,-5,8,0.9,-6
CC[C@H](C)[C@H](NC(N)=O)C(=O)Nc1ccc(C)cc1,1,1,-7,-3,1,-8,-1.2,-6
COc1ccc(-c2nc(-c3ccc(C(=O)O)cc3)no2)cc1,6,-1,-143,-3,-3,-4,-0.2,-4
COc1ccc(CNC(=S)N/N=C/c2ccncc2)cc1,7,0,3,-2,-1,-1,0.3,-4
O=C(Cn1cnc2c(oc3ccccc32)c1=O)N1CCCC1,-11,-1,4,-4,-7,-1,-1.7,-13
CCOC(=O)/C(C#N)=C1/C=C(C)NC(c2ccccc2O)=N1,8,14*,19,-11,-4,2,94*,-10
COc1cc(OC)cc(C(=O)N[C@H](C(=O)Nc2ccc3c(c2)OCO3)C(C)C)c1,1,0,43,6,1,3,1.2,-2
COc1ccc(OCC(=O)N2CCN(C(=O)c3ccccc3)CC2)cc1,-3,7,-3,77*,-3,-3,-1.8,-8
O=C(Nc1ccon1)Nc1ccccc1C(F)(F)F,16,0,-11,7,-2,-14,1.6,-6
COc1ccc(CC(=O)n2nc(-c3ccccc3)nc2NCc2ccco2)cc1,27,2,-19,11,-1,4,0.9,-2
CC(=O)N1CCN(S(=O)(=O)c2ccc(C)cc2)C1C(C)C (stereo not given),2,0,10,3,2,0,1.1,0
COc1ccc(C(C)(C)C)cc1S(=O)(=O)NCC1CCCO1 (stereo not given),4,0,-14,-2,·,2,-0.5,·
Cc1cc(C(=O)N2CCCC(C(=O)c3cc(F)ccc3F)C2)c(C)o1 (stereo not given),14,-1,-2,4,-3,1,0.9,-8
O=C(c1ccc2ccccc2n1)N(CCO)Cc1ccccc1,4,-3,0,-6,-4,-7,0.8,-2
COc1cccc(CN2CCN(C(=O)C3CCC(=O)N(C4CCCC4)C3)CC2)c1 (stereo not given),-2,-1,1,-18,-5,-6,0.2,-3
NS(=O)(=O)c1ccc(NC(=O)COC(=O)c2ccc(S(=O)(=O)N3CCOCC3)cc2)cc1,9,14*,6,-10,3,3,-0.4,-1
CCC1COCCS(=O)(=O)N1Cc1ccccc1 (stereo not given),-1,1,-3,2,0,0,-0.7,-2
CC(=O)O[C@H]1CC(=O)OC(C)(C)C2CC(=O)[C@]3(C)C(CC[C@@](C)([C@@H](O[C@@H]4O[C@H](CO)[C@@H](O)[C@H](O)[C@H]4O)c4ccoc4)[C@@]34O[C@@H]4C(=O)O)[C@]21C (stereo not given in full),-4,-4,6,3,-1,-14,0.3,-8
O=C(NC1CCCCC1)N(Cc1ccccc1)Cc1ccco1,24,-1,-86,-5,-20,8,0.0,-6
N#Cc1c(NCCCO)nc(-c2ccccc2)c2c1CCCC2,6,-4,-6,7,4,-1,-1.3,4
COc1ccccc1N1CCN(/N=C/c2cccc(O)c2)CC1,4,1,8,6,-6,-3,0.6,-7
CN(C)c1ccnc(-n2cccc2/C=N/OCc2ccccc2)c1C#N,-1,8,9,-12,1,1,-0.1,-6
CCC(=O)Nc1nc2c(OC)ccc(C)c2s1,8,-1,-1,-2,-3,4,-0.5,-6
CC1(C)Cc2cccc(OCC(=O)NCCc3ccccc3)c2O1,10,-2,-36,2,-3,3,-1.2,-12
Cc1ccc(S(=O)(=O)N2CCCCC2)cc1NC(=O)Cn1ncc(Cl)c(Cl)c1=O,13,2,1,63*,0,24,-1.5,-8
COc1cc(CN2CCNC(=O)C2CC(=O)N2CCCCO2)cc(OC)c1 (stereo not given),-3,0,22,2,-2,-1,-1.3,-1
CSc1nnc2c3ccccc3n(CCc3ccccc3)c2n1,19,4,7,6,-2,6,5.1,-9
COC(C(=O)Nc1ccc(F)cc1)c1ccccc1 (stereo not given),-9,-1,-1,13,-5,2,-1.4,-7
CCC(C)C(NC(=O)C(CC(C)C)NC(=O)C(CO)NC(=O)C1CCC(=O)N1)C(=O)OC (stereo not given),2,1,-10,-14,-2,-2,0.0,0
COc1ccc(C(=O)NNC(=O)CSc2nc3c(c(=O)n(C)c(=O)n3C)n2C)cc1,-1,0,1,7,-3,2,-0.8,-4
O=C(NCc1ccccc1)c1ccc(Br)cc1Br,12,-2,-4,-2,-2,-2,8.3,-1
O=C(NCCN1CCN(c2ccccc2F)CC1)c1ccc2nc3ccccc3c(=O)n2c1,4,0,9,20,-5,-4,-0.6,-10
CN(C)/C=N/c1nc2nccc(-c3ccccc3)n2n1,2,0,1,-6,-1,-2,-1.6,-3
CCS(=O)(=O)c1nnnn1-c1ccccc1S(C)(=O)=O,3,-4,·,-20,0,1,-1.9,-1
Cc1ccc(C)c(CN2CCC(CNC(=O)CCc3nnc4ccc(N5CCC(C)CC5)nn34)CC2)c1,5,2,30,-7,-6,13,-0.4,-4
O=C(NCCNC(=O)c1cc(Cl)ccc1Cl)c1cnccn1,-1,0,5,0,-5,8,0.9,-2
CS(=O)(=O)N1CCCC(C(=O)NCCN2CCC(Cc3ccccc3)CC2)C1 (stereo not given),-4,1,0,-3,0,0,2.0,5
COC(C[C@H](O)C[C@H](O)[C@@H](C)OCc1ccccc1)OC,2,4,16,-16,-4,-7,-1.1,-6
CC(=O)OCCn1c(Br)nc2c1c(=O)[nH]c(=O)n2C,6,-1,11,4,-5,-4,-0.2,-8
Cc1ccc(/C=N/n2c(-c3cccnc3)n[nH]c2=S)o1,0,-1,6,-8,-2,-6,1.7,39
CCCC(=O)Nc1ccc(C(=O)N/N=C/c2cccnc2)cc1,4,-9,4,-10,0,0,-0.7,-6
CCc1sc(C(=O)Nc2ccccc2N2CCOCC2)cc1C,11,-3,7,12,-5,-1,-0.4,-11
Cc1ccc(NS(=O)(=O)c2cc(C(=O)N3CCCC3)ccc2C)cc1C,1,-2,4,15,-2,15,-1.5,-5
CCOC(=O)c1nnn(-c2nonc2N)c1-c1ccc(Cl)cc1,9,-1,-1,-2,2,3,-0.8,-4
NS(=O)(=O)c1ccc(N=Nc2c(=O)[nH]n3c(=O)c4c([nH]c23)CCCC4)cc1,35,-1,3,8,2,25,0.4,-4
CC(C)(C)OC(=O)C[C@@H]1C/C=C\C[C@H](CC(=O)N[C@H](CO)Cc2ccccc2)C(=O)N[C@@H](Cc2c[nH]c3ccccc23)COC1=O,-6,-3,-1,-7,0,5,-0.2,-3
O=C(CN1CCN(S(=O)(=O)c2ccccc2)CC1)NCCc1ccccc1,2,1,5,14,-5,3,1.0,-5
CN1C(C(=O)NCc2ccccc2)CC2Cn3c(nc4cc(Cl)c(Cl)cc43)C21 (stereo not given),3,-2,4,-3,-5,4,-2.9,-12
COc1cc(C(=S)N2CCCC2)cc(Cl)c1OCC(=O)Nc1ccc(C)cc1C,23,-6,7,10,-2,7,3.4,21
CC(=O)c1ccc2c3c(ccc(O)c13)CC2,14,0,3,-2,-4,-7,0.1,2
# (list continues)
SMILES,CCR6 antagonist,GRIN3A LBD mod,Gli-Sufu block,EBI2 block,APOBEC3A inh,CXCR6 inh,MPTP inh,A3G deaminase
C=C(C)CSc1nc2nc(C)cc(C)n2n1,-2,1,1,-6,4,5,1.0,6
O=C(CN1N=C(C(F)(F)F)CC1(O)c1ccc([N+](=O)[O-])cc1)c1ccccc1 (stereo not given),-16,1,0,0,1,-8,1.6,3
C[C@H](CO)N1C[C@H](C)[C@@H](CN(C)Cc2ccc(-c3ccccc3)cc2)Oc2c(NC(=O)c3ccncc3)cccc2C1=O,17,-6,17,-2,0,-13,0.3,-4
COc1ccc(NC(=S)NCCCN2CCOCC2)cc1,4,1,-1,-4,-4,-1,2.9,-6
CCOc1ccc(NC(=O)CNC(=O)c2nn(-c3ccc(OC)cc3)c(=O)c3ccccc23)cc1,2,-3,13,-9,-3,1,1.1,-1
CC1CCCC(C)N1C(=O)COc1ccc(-c2nnco2)cc1 (stereo not given),-7,0,-1,5,0,2,1.0,-1
Cc1c(C(=O)NCC(c2ccco2)N2CCCC2)sc2ccccc12 (stereo not given),5,2,4,5,-4,-4,-2.5,-3
COc1cccc(CNC(=O)c2ccc(S(=O)(=O)N3CCCC3)cc2)c1,5,0,4,1,-3,-8,-1.0,-3
Cc1ccccc1NC(=O)C(C)N1C(=O)c2ccccc2C1=O (stereo not given),18,3,-14,-8,-1,3,0.0,0
O=C(NC1=CC(=O)c2ccccc2C1=O)c1ccccc1,83*,3,21,-90,·,72*,1.2,·
C=CCN(c1ccc(C(=O)Nc2ccc(NC(C)=O)cc2)cc1)S(C)(=O)=O,-2,-2,1,-2,3,4,0.0,-1
CSc1nc(Cl)c(Cc2ccc(OC(C)C)cc2)c(N(C)C)n1,27,0,10,16,0,0,60*,-9
CCC(=O)N1CCN(c2nc(-c3ccc(Cl)cc3)cs2)CC1,-2,1,3,22,-1,-6,-0.4,1
COc1ccc(N2CCN(C3CCCN(C(=O)CN4CCCC4=O)C3)CC2)cc1 (stereo not given),9,2,6,2,-4,0,-0.9,-6
NC(=S)NNC(=O)C12CC3CC(CC(C3)C1)C2,14,1,-1,-4,-3,-7,9.8,-7
CC1CCCC(C)N1CCCNC(=O)c1cc2c(=O)n(C)c3ccccc3c2n1C (stereo not given),3,5,·,1,3,-3,-2.5,7
OC(COCc1ccccc1)CN1CCN(c2ccccc2)CC1 (stereo not given),-5,2,-9,-14,-1,-3,-1.2,-2
Cc1cccc(-c2nc(CS(=O)CC(=O)NCC3CCCO3)c(C)o2)c1 (stereo not given),-2,0,-2,2,-2,-5,-0.8,1

# Entries of single compounds from above:
# `CCC(=O)N1CCN(c2nc(-c3ccc(Cl)cc3)cs2)CC1` is listed as CCR6 antagonist = -2; GRIN3A LBD mod = 1; Gli-Sufu block = 3; EBI2 block = 22; APOBEC3A inh = -1; CXCR6 inh = -6; MPTP inh = -0.4; A3G deaminase = 1
# `O=C(CN1N=C(C(F)(F)F)CC1(O)c1ccc([N+](=O)[O-])cc1)c1ccccc1` (stereo not given) is listed as CCR6 antagonist = -16; GRIN3A LBD mod = 1; Gli-Sufu block = 0; EBI2 block = 0; APOBEC3A inh = 1; CXCR6 inh = -8; MPTP inh = 1.6; A3G deaminase = 3

# Part of the list above, with tabs:
structure	CCR6 antagonist	GRIN3A LBD mod	Gli-Sufu block	EBI2 block	APOBEC3A inh	CXCR6 inh	MPTP inh	A3G deaminase
Cc1c(C(=O)NCC(c2ccco2)N2CCCC2)sc2ccccc12 (stereo not given)	5	2	4	5	-4	-4	-2.5	-3
COc1cccc(CNC(=O)c2ccc(S(=O)(=O)N3CCCC3)cc2)c1	5	0	4	1	-3	-8	-1.0	-3

# Bioassay records as filed in PubChem.
